Bioassay records from PubChem.
FBW7 act: activators of human E3 ligase FBW7. Q969H0. AlphaScreen FBW7–phospho-cyclin E peptide binding, activator screen. normalized activity (activation), % at 26.1 µM. hit rate 0.13% among 650,000; in the data active = normalized activity above about 1.9%;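 note: purified mutant Fbw7 with reduced substrate affinity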
TEAD-YAP inh: TEAD-YAP interaction inhibition; hit rate 1.4% among 640,000; AID 1259422; HEK-TIYL cells, TEAD-Gal4/YAP UAS-luciferase luminescence; inhibition, % at 9.12 µM; in the data active = inhibition above about 32%;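 note: 0% = median of test compound wells and 100% = reference inhibitor wells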
GPR151 activ: activates the human receptor GPR151; Q8TDV0; PathHunter beta-arrestin GPR151 cells, luminescence; activation, % at 11.2 µM; hit rate 1% among 650,000; in the data active = activation above about 4.9%;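 note: 0% = median of compound wells and 100% = cells with positive control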
Target sequence (Q8TDV0 whole entry, looked up): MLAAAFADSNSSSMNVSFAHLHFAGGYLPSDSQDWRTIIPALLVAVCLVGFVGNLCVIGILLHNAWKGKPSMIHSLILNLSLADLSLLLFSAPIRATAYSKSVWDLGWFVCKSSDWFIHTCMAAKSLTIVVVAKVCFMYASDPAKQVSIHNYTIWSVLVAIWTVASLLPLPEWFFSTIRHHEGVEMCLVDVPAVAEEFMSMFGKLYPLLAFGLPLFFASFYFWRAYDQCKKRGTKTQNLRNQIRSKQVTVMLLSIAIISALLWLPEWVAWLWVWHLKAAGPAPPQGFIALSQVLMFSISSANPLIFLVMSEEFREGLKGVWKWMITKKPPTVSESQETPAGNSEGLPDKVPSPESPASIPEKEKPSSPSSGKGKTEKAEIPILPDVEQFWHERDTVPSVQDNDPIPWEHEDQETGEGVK
MITF primary: human MITF inhibition, primary screen; AlphaScreen MITF homodimerization, bead proximity signal; O75030; hit rate 0.91% among 650,000; AID 1259374; inhibition, % at 2.6 µM; in the data active = inhibition above about 50%;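 note: 0% = vehicle wells with protein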
Target sequence (O75030 whole entry, looked up): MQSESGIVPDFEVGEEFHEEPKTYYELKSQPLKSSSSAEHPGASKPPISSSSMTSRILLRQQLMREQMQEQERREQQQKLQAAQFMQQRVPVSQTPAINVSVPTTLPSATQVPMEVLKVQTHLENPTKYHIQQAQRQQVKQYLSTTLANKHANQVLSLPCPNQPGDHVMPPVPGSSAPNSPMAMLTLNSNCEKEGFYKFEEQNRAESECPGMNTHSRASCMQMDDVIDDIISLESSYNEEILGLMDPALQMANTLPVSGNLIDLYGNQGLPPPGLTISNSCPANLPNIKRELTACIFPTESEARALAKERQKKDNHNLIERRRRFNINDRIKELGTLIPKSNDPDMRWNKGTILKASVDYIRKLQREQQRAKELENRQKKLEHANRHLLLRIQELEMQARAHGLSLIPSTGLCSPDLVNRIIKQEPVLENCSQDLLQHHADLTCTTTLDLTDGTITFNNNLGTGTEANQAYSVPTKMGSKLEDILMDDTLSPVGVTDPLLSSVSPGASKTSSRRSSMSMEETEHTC
Active calls of the source: *. An unsorted share of the library (roughly 3.4% active in at least one column).

The first 2 records, to show the layout:
Compound	FBW7 act	MITF primary	TEAD-YAP inh	GPR151 activ
COc1ccc([C@@H]2C[C@H]3CN(Cc4ccccc4C)C(=O)[C@]34CCCN24)cc1O	-0.1	-3	1	0.9
O=C(Nc1ccc(I)cc1)c1cc([N+](=O)[O-])cc([N+](=O)[O-])c1	0.1	7	-2	0.8

This part in full, from the first entry:
Compound	FBW7 act	MITF primary	TEAD-YAP inh	GPR151 activ
COc1ccc([C@@H]2C[C@H]3CN(Cc4ccccc4C)C(=O)[C@]34CCCN24)cc1O	-0.1	-3	1	0.9
O=C(Nc1ccc(I)cc1)c1cc([N+](=O)[O-])cc([N+](=O)[O-])c1	0.1	7	-2	0.8
CCn1c2ccc(CC(=O)O)cc2c2cc(CC(=O)O)ccc21	-0.2	3	3	1.0
CN(C)c1ccc(C(CNC(=O)c2cccc([N+](=O)[O-])c2)N2CCCC2)cc1 (stereo not given)	0.1	5	15	-1.8
CNC(=O)COC(=O)c1cccnc1SC	-0.1	-16	1	-0.3
Cc1ccc(-c2c(C(=O)Nc3ccc(N4CCOCC4)c(Cl)c3)oc(=O)c3ccccc23)cc1	-0.1	-3	-4	1.8
Nc1nc(O)c(C2=c3cc(Br)ccc3=NC2=O)s1	0.2	-9	7	0.5
CC(=O)NC1(c2nnnn2-c2cccc(Cl)c2)CCCCC1	0.1	1	-4	-0.9
NNc1nc(NN)c2c3c(sc2n1)CN(Cc1ccccc1)CC3	0.1	-2	8	2.4
Cc1ccc(-n2c(SCC(=O)Nc3nc(C)cs3)nnc2-c2ccoc2C)cc1	0.0	26	-6	0.2
COc1ccc(C(=O)NCC2CCC3(CCN(C(=O)c4ccncc4)CC3)O2)cc1F (stereo not given)	-0.1	-2	3	2.6
CCc1ccc2c(CN3CCN(S(=O)(=O)c4ccccc4F)CC3)cc(=O)oc2c1	-0.1	-13	-4	-0.7
CC(/C=C/N(C)C)=C1C(=O)N(C)c2ccccc2N(C)C1=O	0.1	2	8	-0.6
COc1cccc(C(=O)COc2ccccc2Cl)c1	0.3	11	-10	-0.3
O=C(c1ccccc1)n1nc(-c2ccccc2)nc1NCc1ccco1	0.1	-15	-25	0.4
CCN1C(=O)c2cccc3c(NC(=O)c4ccc(Cc5ccccc5)cc4)ccc1c23	-0.1	-1	-5	1.3
COc1ccc(Cn2c(=S)[nH]c3cc(C(=O)NCc4ccccc4)ccc3c2=O)cc1	-0.1	1	3	-0.4
Cc1ccc(S(=O)(=O)N2CCN(Cc3cccc(F)c3)CC2)cc1	-0.1	-8	-2	2.7
C/C(=N\NC(=O)c1cc(C2CC2)[nH]n1)c1cccc2ccccc12	0.2	13	2	-2.1
COc1ccc(/C=C2\SC(=S)N(c3ccc(C(=O)O)c(O)c3)C2=O)c(OC)c1	0.0	-28	-16	0.9
COc1ccc(-c2[nH]ncc2C(=O)NCc2ccccc2C)cc1	0.2	-1	-2	3.9
Cc1ccc(S(=O)(=O)C2(C(=O)NC3CCCCCC3)CC2)cc1	0.1	20	0	-0.1
O=c1[nH]n(-c2ccc3nnc(C(F)(F)F)n3n2)c(=O)c2ccccc12	0.8	13	16	0.4
Oc1cccc(/C=N/NC(=S)Nc2cccnc2)c1O	-0.9	112*	40*	-2.1
Cn1cnnc1SCc1ccc(Cl)cc1Cl	0.7	13	-7	-0.9
O=C(Nc1cc([N+](=O)[O-])ccc1Cl)NC1(C(F)(F)F)Oc2ccccc2O1	0.1	6	-1	3.4
COC(=O)Cc1ccc(N(Cc2ccccc2F)S(=O)(=O)c2ccc(F)c(C(=O)Nc3ccc(C)c(C)c3)c2)cc1	0.2	12	-10	-1.5
C=CCN1CCN(c2c(Cl)cccc2NC(=O)c2csc(C)n2)CC1	0.0	14	-8	-1.0
CCCOC(=O)c1ccc(NC(=O)C2CC(=O)N(c3ccccc3)C2)cc1 (stereo not given)	0.4	2	1	-1.4
O=C(c1ccc(CN2CCOCC2)o1)N1CCC2(CC1)Nc1ccccc1-n1cccc12	-0.2	3	10	2.6

An excerpt from above in order of molecular weight, falling:
Compound	FBW7 act	MITF primary	TEAD-YAP inh	GPR151 activ
COc1ccc(Cn2c(=S)[nH]c3cc(C(=O)NCc4ccccc4)ccc3c2=O)cc1	-0.1	1	3	-0.4
CCc1ccc2c(CN3CCN(S(=O)(=O)c4ccccc4F)CC3)cc(=O)oc2c1	-0.1	-13	-4	-0.7
CN(C)c1ccc(C(CNC(=O)c2cccc([N+](=O)[O-])c2)N2CCCC2)cc1 (stereo not given)	0.1	5	15	-1.8
C=CCN1CCN(c2c(Cl)cccc2NC(=O)c2csc(C)n2)CC1	0.0	14	-8	-1.0
Cc1ccc(S(=O)(=O)N2CCN(Cc3cccc(F)c3)CC2)cc1	-0.1	-8	-2	2.7
COc1cccc(C(=O)COc2ccccc2Cl)c1	0.3	11	-10	-0.3

One compound at a time (already shown):
Record of Oc1cccc(/C=N/NC(=S)Nc2cccnc2)c1O = FBW7 act: -0.9; MITF primary: 112*; TEAD-YAP inh: 40*; GPR151 activ: -2.1
Record of C=CCN1CCN(c2c(Cl)cccc2NC(=O)c2csc(C)n2)CC1 = FBW7 act: 0.0; MITF primary: 14; TEAD-YAP inh: -8; GPR151 activ: -1.0

Next part:
Compound	FBW7 act	MITF primary	TEAD-YAP inh	GPR151 activ
Cc1ccc(OCCCC(=O)Nc2cccc([N+](=O)[O-])c2)cc1	0.1	0	-10	-2.3
COc1cccc(N2C(=O)c3ccc(-c4nc5ccccc5c(=O)o4)cc3C2=O)c1	0.0	-1	-6	1.0
Cc1ccc(C2=NN(CC(=O)NCCN(C)C)C(=O)c3cc4ccccc4n3C2)cc1	-0.1	4	3	0.4
CCOc1ccc(CCNc2nc3ccccc3n3c(C)nnc23)cc1OCC	0.0	7	-1	0.6
O=C(Nc1ccc(/C=C/c2ccccc2)cc1)c1ccccc1F	0.2	1	-1	1.0
CC(C)CCN1CCNC(=O)C1CC(=O)N1CCCCO1 (stereo not given)	0.0	-10	6	-0.7
Fc1ccccc1/C=N/Nc1ccc(C(F)(F)F)cn1	-0.1	-14	-18	4.1
CC(=O)N[C@H]1[C@H](OCCCN2C(=O)c3ccccc3C2=O)O[C@H](CO)[C@@H](O)[C@@H]1O	0.3	14	-4	1.1
CC(C)(C)c1ccc(C(=O)C2CCCN(C(=O)CCc3cn[nH]c3)C2)cc1 (stereo not given)	0.3	4	-6	-0.9
Cc1noc(C)c1C(=O)N1CCN(c2ncccn2)CC1	0.1	-18	1	1.9
CCOc1ccc(-c2noc(-c3cccs3)n2)cc1OC	-0.1	9	-61	-2.2
CC1=C(C(=O)OC2CCCCC2)C(c2ccc(N(C)C)cc2)NC(=O)N1 (stereo not given)	0.1	15	-1	-0.2
FC(F)(F)COc1nc(NCCOC23CC4CC(CC(C4)C2)C3)nc(N2CCOCC2)n1	0.0	12	12	-1.3
NC(=O)COC(=O)c1cccc2c1-c1ccccc1C2=O	0.0	-6	3	-0.9
Cn1nc(C(=O)Nc2ccccc2Cl)c2c1-c1ccccc1OC2	0.1	0	4	-0.5
CCNS(=O)(=O)c1ccc(Cl)c(OC)c1	0.0	-5	-6	8.0*
Cc1ccc(S(=O)(=O)c2ccc([N+](=O)[O-])cc2[N+](=O)[O-])cc1C	0.7	16	0	-0.1
CC(C)n1cnc2c(NCc3cccc(C(F)(F)F)c3)nc(Nc3cnccn3)nc21	0.3	8	17	-0.4
Cc1ccc2c(c1)N(C(=O)N1CCC(C(=O)NCc3ccccc3F)CC1)CCO2	0.0	4	8	-1.3
Cc1nc2cc(-c3cccc(F)c3)nn2c(C)c1CCC(=O)Nc1ccccc1C(N)=O	-0.1	-1	7	0.5
CCCN(CCC)CCCNC(=O)c1nn(-c2ccccc2OC)c(=O)c2ccccc12	0.2	17	12	-0.5
C=CCN(C(=O)c1csnn1)C(C(=O)NC(C)(C)C)c1c(F)cccc1Cl (stereo not given)	0.0	-22	4	-0.4
O=C(NC(=S)Nc1cc([N+](=O)[O-])ccc1O)c1cccnc1	0.8	7	-4	-1.2
O=C(NCc1ccccc1)c1csc(Nc2cnccn2)n1	0.0	2	5	3.8
N#Cc1ccc(NC(=O)c2cccc(S(=O)(=O)Nc3cccc(C(F)(F)F)c3)c2)cc1	0.2	3	21	-0.2
COc1cccc(NC(=O)c2sc3nc4cc(C)ccc4cc3c2N)c1	0.1	-3	-7	-0.1
COc1ccc(NC(=O)N2CCN(C(=O)C(Cc3ccc(F)cc3)NC(C)=O)CC2)cc1 (stereo not given)	0.0	-6	-17	0.0
CCOCCOC(=O)C1=C(C)NC2=C(C(=O)CCC2)C1c1ccc(-c2ccccc2)cc1 (stereo not given)	0.1	9	0	0.5
N#Cc1c(N)nnc(-c2ccccc2)c1-c1ccccc1	0.1	-36	-20	0.8
CCOCCCNC(=O)Cn1nnc(-c2ccc(OC)c(OC)c2)n1	0.2	1	4	0.1
Cc1cccc(/C=C2/Sc3ccc(C(=O)N4CCC5(CC4)OCCO5)cc3NC2=O)c1	-0.1	-2	7	0.1
CCN1C(=O)/C(=C/N(C(C)=O)c2ccccc2)N(c2ccccc2)C1=S	0.0	-3	-4	2.3
CS(=O)(=O)Nc1cccc(C(F)(F)F)c1	-0.1	1	-7	0.5
COc1ccccc1CNC(=O)CN1CCC(c2ccc(OC)c(OC)c2)CC1	-0.1	10	1	0.1
Cc1cc(Nc2ccc(N3C(=O)CCC3=O)cc2[N+](=O)[O-])no1	0.1	2	9	0.7
COc1ccc(NC(=O)C(c2ccc(OC)cc2)N(C)C(=O)/C=C\c2ccc3c(c2)OCO3)cc1 (stereo not given)	0.7	4	10	-1.9
Cc1cc2nnc(SCc3ccccc3)n2c(N)n1	-0.3	-2	-7	-0.8
Cc1onc(-c2ccccc2Cl)c1C(=O)NNC(=O)c1nn(C)cc1Cl	0.4	12	-15	3.4
Cc1nc(SCC(=O)Nc2c(Cl)cccc2Cl)c2cc(-c3ccccc3)sc2n1	-0.2	-4	-6	2.1
CCOC(=O)c1c(C)nc2c(c1-c1ccc(Cl)cc1Cl)C(=O)CC(C)(C)C2	0.1	15	4	0.2
CCN(CC)c1nc(NCCCN2CCCC2=O)nc(NCc2nc3ccccc3[nH]2)n1	0.0	0	-1	6.9*
CC(C)CCNC(=O)c1cn(C)c(=O)c2c1c1ccccc1n2C	-0.1	7	0	-0.1
Cc1cn(C(=O)c2ccccc2)c(=O)[nH]c1=O	0.7	0	3	0.5
CCCn1cc(SCC(=O)Nc2ccc3c(c2)OCCO3)c2ccccc21	-0.1	12	2	1.1
CC(CCO)Nc1nc2c(c(=O)n(C)c(=O)n2C)n1Cc1ccc(Cl)c(Cl)c1 (stereo not given)	0.0	-3	-11	1.1
COc1nn(C)cc1C(=O)N1CCCC(C(=O)NCCC2=CCCCC2)C1 (stereo not given)	0.7	17	4	-0.3
COc1cc2nc(NCc3cccnc3)n3nc(-c4ccccc4)nc3c2cc1OC	0.0	-3	8	-0.2
COc1ccccc1OCC(=O)NNC(=O)COc1cc(C)c(Cl)c(C)c1	0.1	-11	-2	-1.1
COc1ccc(-n2c(SCc3cc(=O)n4cc(Cl)ccc4n3)nc3ccsc3c2=O)cc1	-0.1	12	3	-1.0
O=C(Nc1ccccc1C(=O)O)c1ccc2c(c1)C(=O)N(c1ccc(Sc3ccc([N+](=O)[O-])cc3)cc1)C2=O	-0.1	-10	-6	3.2
CN(C)S(=O)(=O)c1ccc(/C(O)=C(\C#N)c2nc3ccccc3n2C)cc1	-0.3	3	-5	-0.3
COC(=O)c1[nH]c2ccc(Br)cc2c1NC(=O)CN1CCCCC1	0.7	8	1	0.6
Cc1ccc(CC(=O)Nc2sc3c(c2C#N)CCCCC3)c(C)c1	-0.1	12	7	-0.6
Cc1ccc(C)c(C(=O)COC(=O)c2ccccc2N2C(=O)C3C4C=CC(C4)C3C2=O)c1 (stereo not given)	-0.3	0	3	-0.2
CCOC(=O)C1(C)NC(c2ccccc2C)C2C(=O)N(c3cccc(OC)c3)C(=O)C21 (stereo not given)	0.0	3	1	0.1
CCOc1ccc(S(N)(=O)=O)cc1OCC	-0.1	-1	2	-0.3
COc1cccc(CNC(=O)CN2CCC(c3nc4ccccc4[nH]3)CC2)c1	-0.1	-14	8	-0.4
CCOC(=O)C1CCCN(C(c2cccc(F)c2)c2sc3nc(CC)nn3c2O)C1 (stereo not given)	0.0	6	2	-0.6
COC(=O)c1c(OCCCc2ccncc2)cc(=O)n2c1CCN(C(=O)CC(C)C)CC2	0.0	16	-29	-0.3
Cc1cc(N2CCOCC2)nc2ccc(NC(=S)NCCN(C)C)cc12	0.1	5	-7	-0.9
O=C(CCC(=O)Nc1ccc([N+](=O)[O-])cc1)NCCO	0.1	10	6	1.0
CC(CSc1ncccn1)Cn1c(N2CCCC2)nc2c1c(=O)[nH]c(=O)n2C (stereo not given)	-0.3	1	-5	-0.7
